# DENV2 CPE rescue: protects cells from dengue virus 2 cytopathic effect. DENV2-infected cells, cytopathic effect rescue, plate reader. CPE inhibition, % at 9.99 µM. 350,000 tested, 1.7% active. AID 651640; in the data active means CPE inhibition above about 20%, passing the limit was not always enough; inconclusive means no clear call, values can overlap the other calls; tested in BHK-21 cells;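 further: 0% = median of neutral control wells and 100% = median of positive control wells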
# RAD54 branch: inhibitors of human RAD54 branch migration. Q92698. RAD54 Holliday junction branch migration, FAM/BHQ fluorescence. inhibition, % at 10.4 µM. 360,000 tested, 0.14% active. AID 602329;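 active means mean normalized replicate activity at least 40 and at least half of replicates scoring 40 or more; inconclusive means only one of the two criteria met; inactive means mean below 40 and under half of replicates reaching 40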;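 further: 0% = median of neutral control wells and 100% = median of positive control wells; inhibitors cause a drop in the FAM fluorescence signal; in these data hits start at about 50%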
# RAD52 anneal inh: inhibitors of human RAD52 DNA annealing; P43351; recombinant RAD52 DNA annealing, FRET fluorescence; 360,000 tested, 0.46% active; AID 651710; inhibition, % at 18.7 µM;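 active means every replicate showing at least 50% inhibition; inconclusive means mean inhibition at least 50% but not in every replicate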
# Casp6 inh: blocks human caspase-6 cleavage activity. P55212. 350,000 tested, 0.53% active. inhibition, % at 12.5 µM. purified caspase-6, Z-VEID-R110 cleavage fluorescence;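 active means mean inhibition across replicates at least about 35%, with every replicate also reaching that limit, limit read from the data; inconclusive means only one of the two criteria met; inactive means neither criterion met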;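 further: 0% = median of neutral control wells and 100% = no fluorescence left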
# Target sequence (P55212 24-179 limits assumed): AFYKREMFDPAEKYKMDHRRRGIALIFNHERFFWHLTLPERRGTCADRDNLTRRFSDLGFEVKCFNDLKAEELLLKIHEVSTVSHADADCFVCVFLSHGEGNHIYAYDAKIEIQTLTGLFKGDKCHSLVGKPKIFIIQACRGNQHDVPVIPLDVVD
# Target sequence (P55212 194-293 limits assumed): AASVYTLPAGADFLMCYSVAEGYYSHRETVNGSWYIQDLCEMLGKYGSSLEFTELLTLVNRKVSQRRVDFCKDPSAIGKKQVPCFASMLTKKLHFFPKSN
# Xi reactivation: X-chromosome reactivation activator; XiGFP mouse fibroblasts, % GFP-positive cells imaging, 3 d; cells co-treated with 5-aza-dC sensitizer; scaled so ellipticine positive control = 100%; activation, % at 7.58 µM; 360,000 tested, 0.055% active; AID 743238;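 active means mean normalized replicate activation at least 10% and every replicate at or above 10%; inconclusive means only one of the two criteria met; inactive means mean below 10% and not all replicates reach 10%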;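 further: 0% = median of on-plate neutral control wells and 100% = ellipticine 6 µM median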
#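 Material: XiGFP fibroblasts, SV40-immortalized. Buffer or medium: DMEM plus 5-aza-dC sensitizer. Compound: single concentration per compound, delivered by pin transfer. Times: 3 days compound exposure. Controls: ellipticine 6 µM.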
# E-sel inducer: induces E-selectin expression in human endothelial cells | AID 686992 | P16581 | activation, % at 7.58 µM | 260,000 tested, 0.37% active | HUVEC E-selectin immunofluorescence imaging; normalized: neutral wells 0, TNF-alpha wells 100;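 active means mean E-selectin-positive cell signal at least 10% of the positive control, reached in at least 60% of replicates, without over 20% cell loss; inconclusive means no rule given, readout overlaps actives, possibly toxicity-flagged; inactive means the rest, including those meeting only one limit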;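 further: in these data hits start at about 27%; measured in HUVEC primary endothelial cells; signal is the percent of cells scored E-selectin positive by PE staining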
# Target sequence (P16581 whole entry, looked up): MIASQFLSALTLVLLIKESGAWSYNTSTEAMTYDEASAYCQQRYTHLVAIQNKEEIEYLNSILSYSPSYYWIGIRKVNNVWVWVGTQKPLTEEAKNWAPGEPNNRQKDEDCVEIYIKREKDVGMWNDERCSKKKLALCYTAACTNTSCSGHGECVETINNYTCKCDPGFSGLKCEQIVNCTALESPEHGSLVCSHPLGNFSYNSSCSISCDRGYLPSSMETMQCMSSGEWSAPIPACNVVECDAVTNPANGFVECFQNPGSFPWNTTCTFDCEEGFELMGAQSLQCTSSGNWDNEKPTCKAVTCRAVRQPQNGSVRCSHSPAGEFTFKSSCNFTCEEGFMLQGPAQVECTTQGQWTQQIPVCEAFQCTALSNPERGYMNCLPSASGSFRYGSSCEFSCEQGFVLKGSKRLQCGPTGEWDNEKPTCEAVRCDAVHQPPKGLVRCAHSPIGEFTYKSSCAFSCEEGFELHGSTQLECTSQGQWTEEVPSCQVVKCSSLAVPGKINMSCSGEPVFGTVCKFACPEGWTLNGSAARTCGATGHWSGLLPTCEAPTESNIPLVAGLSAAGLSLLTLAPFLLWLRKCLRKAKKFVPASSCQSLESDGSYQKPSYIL
#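 Material: HUVEC primary endothelial cells; Amount: 3,000 cells per well; Dosing: single concentration; Medium: EGM-2 growth medium on 0.1% gelatin-coated wells; Read-out basis: percent E-selectin-positive cells; Signal: immunofluorescence imaging; Control set: TNF-alpha, DMSO.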
# INS-1E GSIS act: primary screen for activators of insulin secretion dependent on glucose, INS-1E cells, GLuc reporter luminescence. activation, % at 16.6 µM. INS-1E GLuc reporter insulin secretion, 2-3 h. AID 743287. 370,000 tested, 0.61% active;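 active means lowest replicate activation of at least 40%, so every replicate reaches that level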;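 further: 0% = median of neutral control wells and 100% = median of IBMX positive control wells; some compounds called inactive have numbers as strong as hits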
# CFTR F508del cor: correctors of CFTR F508del function in bronchial epithelial cells | CFBE cells, YFP halide quenching; stimulated with forskolin plus potentiator P3; % fluorescence drop versus neutral controls | 350,000 tested, 0.36% active | AID 720511 | activity (quench increase), % at 7.58 µM;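 active means mean added fluorescence quench of at least 8% versus neutral control, with both replicates also reaching 8%; inconclusive means only one of the mean or replicate conditions met; inactive means mean below 8% and not both replicates reaching 8%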;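 further: cells transiently co-express mutant CFTR-F508del with the halide-sensitive YFP; corrector assay measuring rescue of mutant channel to the surface after 24 h compound exposure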
# * marks the source's active call; other numbers are inactive results; ? = inconclusive; / = not tested or not shown.
SMILES,DENV2 CPE rescue,RAD54 branch,RAD52 anneal inh,Casp6 inh,Xi reactivation,E-sel inducer,INS-1E GSIS act,CFTR F508del cor
CC(=O)c1cn(-c2ccc(Cl)cc2)c(=O)n(Cc2ccc(Br)cc2)c1=O,1,/,-11,1,0.1,/,-3,-1.4
CCOc1ccc(C(CC(=O)O)NC(=O)Cc2ccccc2)cc1OC (centres undefined),8,-10,-12,1,-0.1,-0.1,-5,-1.0
Cc1ccc(NC(=O)c2ccccc2SCC(=O)N2CCCC2)cc1S(=O)(=O)N(C)C,-2,-18,0,1,0.1,0.5,14,-1.1
Cc1cc(C)n(C(N)=NC(=O)c2ccc([N+](=O)[O-])cc2)n1,1,-9,-12,-1,0.0,/,28,1.2
COc1ccc(S(=O)(=O)N2CCSCC2)cc1,4,9,1,-3,0.1,0.2,/,-0.2
COc1ccc([N+](=O)[O-])cc1NC(=O)C(C)OC(=O)Cc1ccc(OC)c(OC)c1 (centres undefined),-1,14,-24,0,0.4,/,/,1.6
C=C1C(=O)OC2C=C(CO)C3OC3C3OC3(C)CC(OC(=O)/C(=C/C)COC(C)=O)C12 (centres undefined),-4,/,-3,1,1.4,-0.3,98,-0.7
O=C(Nc1ccc(F)cc1F)NC1CCCc2ccccc21 (centres undefined),5,1,-3,-3,0.0,/,-1,-1.3
COCCNC(=O)C1CCCN(C(=O)c2ccc3c(c2)C(C)(C)CCC3(C)C)CC1 (centres undefined),1,11,-13,0,0.2,/,/,-0.4
Cc1noc(C)c1NC(=O)Nc1ccc2c(c1)C(=O)N([C@H](C)CO)C[C@@H](C)[C@@H](CN(C)Cc1ccccc1)OCCCC[C@H](C)O2,5,1,4,0,0.4,1.2,1,-2.5
C[C@H]1CN([C@@H](C)CO)S(=O)(=O)c2ccc(C3=CCCCC3)cc2O[C@@H]1CN(C)Cc1cccnc1,12,-16,-10,-3,-0.1,0.4,-33,0.3
C[C@H](CO)N1C[C@H](C)[C@H](CN(C)C(=O)Nc2cccc3ccccc23)Oc2ccc(NC(=O)C3CCCCC3)cc2CC1=O,13,0,4,/,-0.8,0.0,-7,1.7
COc1ccc(Cl)cc1S(=O)(=O)NC(C)C(=O)NCc1cccnc1 (centres undefined),10,2,-22,-1,0.0,/,1,-0.6
CC(C)c1nnc2n1N=C(c1ccc(Cl)cc1)CS2,-3,-11,-3,3,0.1,0.0,/,-0.2
Cc1c(C(=O)N(CCC#N)c2ccccc2)sc2nc3n(c(=O)c12)CCCC3,?,-3,-13,-1,0.0,/,-8,1.1
Cc1ccc(S(=O)(=O)Nc2ccc3c(c2)CC(=O)N([C@@H](C)CO)C[C@H](C)[C@H](CN(C)Cc2ccc(C(=O)O)cc2)O3)cc1,/,/,/,/,-1.0,0.0,-2,-0.4
CC(=O)N(C)C[C@H]1Oc2ncc(C#CC(C)(C)O)cc2C(=O)N([C@H](C)CO)C[C@@H]1C,-4,0,17,0,-1.2,0.0,6,3.5
O=C(NCCc1csc(-c2ccc(C(F)(F)F)cc2)n1)c1cccs1,1,-2,-14,-2,-0.1,/,-12,1.4
Nc1nc(/C=C/c2cccnc2)nc(-c2ccccc2O)n1,-3,/,-23,-4,0.1,0.7,13,4.0
C[C@H](CO)N1C[C@H](C)[C@H](CN(C)Cc2ccc(Oc3ccccc3)cc2)Oc2ccc(NC(=O)Nc3ccc4c(c3)OCO4)cc2C1=O,9,6,-19,-1,0.0,-0.3,-26,-0.3
CCc1ccc(C2CC3C(CN2S(=O)(=O)c2ccc(C)cc2)C(=O)CC(c2ccc(CC)cc2)N3S(=O)(=O)c2ccc(C)cc2)cc1 (centres undefined),-19,/,-11,0,0.0,-0.3,-17,0.3
Cc1nnsc1C(=O)NC1CCCc2c1cnn2-c1ccc(C(C)(C)C)cc1 (centres undefined),19,10,-12,4,-0.2,-0.1,-50,-1.3
Cc1ccc(C(=O)NCc2ccc3c(c2)OCO3)cc1Cl,-6,2,-10,2,0.3,1.3,-8,-3.7
Cc1ccc(C(=O)OCC(=O)Nc2c(C)n(C)n(-c3ccccc3)c2=O)cc1[N+](=O)[O-],6,/,-1,3,0.1,/,-1,1.1
Cc1noc(C)c1NC(=O)N(C)C[C@@H]1OCCCC[C@H](C)Oc2ccc(NS(=O)(=O)c3ccc(Cl)cc3)cc2C(=O)N([C@H](C)CO)C[C@@H]1C,32*,2,22,1,0.0,/,-11,-1.2
O=C(Nc1ccc(-c2nc3ncccc3o2)cc1)c1ccc([N+](=O)[O-])o1,-3,3,-49,0,0.1,-0.1,-1,1.8
Cc1cc(C)cc(NS(=O)(=O)c2c(C(=O)N3CCCCCC3)c(C)n(C)c2C)c1,-3,-2,-7,4,0.0,/,-18,-1.6
C[C@H]1CCCCO[C@H](CN(C)S(=O)(=O)c2cccs2)[C@@H](C)CN([C@@H](C)CO)C(=O)c2cc(N(C)C)ccc2O1,-6,-9,20,0,0.0,0.7,-4,3.2
CC(=O)Nc1ccc(N/C=C/C(=O)c2ccccc2)cc1,-6,-6,-31,7,0.2,2.2,-9,0.5
CC1NC(=O)COC1c1ccccc1 (centres undefined),1,-4,3,1,0.2,1.3,3,-5.5
COc1cccc(CNc2ccc3c(c2)nc(C)n3C)c1OC,2,5,-7,-5,0.0,2.3,1,-1.4
CN1c2ccc(-c3cccc(C#N)c3)cc2[C@@H]2[C@@H](CCN2C(=O)Cc2ccccn2)[C@H]1CO,12,16,-206,-1,0.3,-0.3,12,1.1
CC(C)CNC(=O)CCCSc1nc2ccccc2[nH]1,/,/,-23,1,-0.2,1.4,1,-3.1
CC(=O)NC(=S)Nc1ccc([N+](=O)[O-])cc1C,1,/,-11,-5,0.6,-2.8,6,2.8
CCCc1cc2c(cc1NC(=O)Cc1ccccc1)OCO2,-3,-5,0,-2,0.0,-0.1,-10,-3.4
CC(C)NC(=O)Nc1cccc2c1O[C@H](CN(C)Cc1ccccc1)[C@H](C)CN([C@H](C)CO)C2=O,1,3,5,-1,-1.2,-0.1,0,-4.5
CCCNC(=O)Cc1c(C)oc2ccccc12,-4,/,0,2,1.2,/,7,0.2
C[C@H](CO)N1C[C@H](C)[C@@H](CN(C)Cc2ccc(F)cc2)Oc2ncc(C#CCN(C)C)cc2C1=O,21*,-4,-3,-1,-1.0,-0.8,12,-1.2
COc1ccc(-c2ccc3c(c2)[C@H]2[C@H](CCN2S(=O)(=O)c2ccc(F)cc2)[C@H](CO)N3C)cc1,-6,/,-4,-1,0.0,-0.2,-52,5.0
CCOC(=O)C1=C[C@@H](C(C)(C)C)N(S(=O)(=O)c2ccc(C)cc2)[C@H]1c1cccc2ccccc12,2,-2,-1,2,-0.1,-1.8,2,1.5
O=C(COC(=O)c1c[nH]c(=O)[nH]c1=O)Nc1ccccc1,16,/,-4,1,-0.1,/,10,/
CC(C)(C)C1=CC(=Nc2ccccc2N)C=C(C(C)(C)C)C1=O,9,/,-14,-1,0.2,/,3,-3.8
CCc1cc(C(=O)Nc2cc(S(=O)(=O)N3CCOCC3)ccc2N2CCN(CC)CC2)sc1C,-2,1,-6,0,0.3,-1.4,-2,-2.0
O=C(O)c1ccc2c(=O)n(-c3ccccc3)c(=S)[nH]c2c1,6,-8,-17,-2,0.2,/,27,-0.7
C[C@H]1CN([C@@H](C)CO)S(=O)(=O)c2ccc(C3=CCCC3)cc2O[C@@H]1CN(C)C,-5,-9,10,-2,-0.5,1.4,17,1.5
COc1ccc(S(=O)(=O)N2CCOCC2)cc1NC(=O)/C=C/c1ccccc1,5,-3,-18,3,0.1,/,0,-3.6
c1ccc(CSCc2ccccc2)cc1,?,-12,8,-1,/,/,12,0.6
C[C@H](CO)N1C[C@H](C)[C@@H](CN(C)Cc2cncnc2)Oc2cc(C#C[C@@H](C)O)ccc2S1(=O)=O,-4,0,/,/,-0.3,1.3,13,-2.3
CCN(CC(=O)Nc1ccc(OC)cc1)C(=O)c1ccc([N+](=O)[O-])cc1,/,-7,-16,-6,0.0,1.5,7,-0.4
O=C(C[C@H]1CC[C@H]2[C@@H](COC[C@@H](O)CN2S(=O)(=O)c2ccccc2Cl)O1)NCc1ccccc1Cl,73*,-6,1,0,0.0,0.0,-3,0.9
Cc1ccc(S(=O)(=O)N2CC[C@@H]3[C@H](CO)Nc4ccc(C#Cc5cccc(F)c5)cc4[C@@H]32)cc1,?,2,-14,-4,0.1,1.5,7,1.8
CC(=O)CC(C)(C)Nc1nc2ccc([N+](=O)[O-])cc2o1,-1,/,0,-3,-0.1,/,9,0.2
CCCCSc1nnc(CCNC(=O)OC(C)(C)C)o1,6,5,-12,-1,0.1,-0.3,1,2.7
Cc1ccc(S(=O)(=O)N(C)CC(=O)N2CCC(C(N)=O)CC2)cc1,-1,0,-8,-1,0.1,0.8,-6,-4.0
Cc1noc(C)c1S(=O)(=O)Nc1cccc2c1O[C@@H](CN(C)S(C)(=O)=O)[C@@H](C)CN([C@@H](C)CO)C2=O,?,0,-16,4,0.0,1.4,-3,0.3
CCOC(=O)[C@H]1[C@H]2COc3cc(OC)ccc3[C@@H]2N2C(=O)CN(Cc3ccco3)C(=O)[C@@]12C,30*,-9,-19,-2,0.0,-0.1,-11,2.0
COc1ccccc1C(=O)N1O[C@]23C=C[C@]14C[C@@H](O)CC[C@]4(C)C2CC[C@]1(C)[C@@H]([C@H](C)/C=C/[C@H](C)C(C)C)CC[C@H]13 (some centres undefined),-17,/,-16,0,0.1,0.0,0,-1.8
Cc1ccccc1-c1ccc([C@@H]2[C@H](CO)N3CCCCN(S(C)(=O)=O)C[C@@H]23)cc1,-17,7,-6,0,0.1,-0.2,-23,-5.8
Cc1noc(C)c1S(=O)(=O)N(C)C[C@H]1Oc2ccc(NS(=O)(=O)c3cn(C)cn3)cc2CC(=O)N([C@@H](C)CO)C[C@@H]1C,10,-5,4,4,0.0,-8.3,17,-0.8
CCOc1ccc(NC(=S)N2CCN(CCN3C(=O)c4cccc5cccc(c45)C3=O)CC2)cc1,-3,8,-13,-1,0.1,/,6,0.8
# Going on with the list.
SMILES,DENV2 CPE rescue,RAD54 branch,RAD52 anneal inh,Casp6 inh,Xi reactivation,E-sel inducer,INS-1E GSIS act,CFTR F508del cor
CC(C)(C)S(=O)(=O)N1C[C@H]2CC/C=C\C/C=C\2[C@@H]1CCO,-6,-7,3,-3,-0.1,0.6,-16,-0.9
Cc1ccc(S(=O)(=O)NCCC(=O)N2CCN(C/C=C/c3ccccc3)CC2)cc1,-5,3,-11,0,0.1,/,/,0.4
C[C@H](CO)N1C[C@H](C)[C@@H](CN(C)Cc2ccc(C(=O)O)cc2)Oc2ncc(C3=CCCC3)cc2C1=O,-3,-2,12,-2,0.0,-0.3,19,1.2
COc1ccc2oc(CS(=O)c3ccccc3)c(C(=O)O)c2c1 (centres undefined),-11,9,0,1,0.0,/,-14,1.0
O=C(O)c1ccc(C(=O)O)c(C(=O)c2ccc(NC(=O)c3ccccc3)cc2)c1,10,-2,-12,5,0.1,/,1,0.7
Cc1ccc(/C=C2\Oc3cc(OC(=O)N4CCOCC4)ccc3C2=O)cc1,/,/,/,/,0.2,6.5,-1,0.6

# Assay outcomes (PubChem BioAssay)
